HKDC1 inhibitor = HKDC1 hexokinase inhibitors, primary screen, biochemical, fluorescence, uHTS. 0.16% of 340,000 active. inhibition, % at 20 µM. recombinant HKDC1, G6PDH/diaphorase resazurin coupled fluorescence. Q2TB90;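 active = inhibition above about 35% when tested at 20 µM, limit read from the data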;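 also: plate controls were DMSO wells with enzyme for no effect and DMSO wells lacking enzyme for full effect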
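Assay system: recombinant HKDC1 hexokinase; detection: coupled resazurin fluorescence, excitation 525 nm, emission 613 nm; benchmarks: DMSO-plus-enzyme-mix negative control, buffer-substituted positive control; compound dosing: single 20 µM dose; schedule: 90 min at room temperature in dark; also added: glucose plus 1 mM ATP as hexokinase substrates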
PfG6PD inh = PfG6PD enzyme inhibitors, primary screen, biochemical, fluorescence intensity, uHTS; glucose-6-phosphate dehydrogenase-6-phosphogluconolactonase (Plasmodium falciparum 3D7); PfGluPho enzyme, NADPH resazurin-diaphorase fluorescence; inhibition, % at 20 µM; 0.78% of 350,000 active;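 active = inhibition reaching at least a set limit at 20 µM in the primary screen, cut at about 59% in these data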;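 also: 0% = DMSO wells with substrate and 100% = DMSO wells lacking glucose-6-phosphate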
SENP1 inh = human SENP1 catalytic domain inhibitors, primary screen, biochemical, FRET, uHTS; Sentrin-specific protease 1 (Homo sapiens), Q9P0U3; AID 624204, 2012; inhibition, % at 10 µM; recombinant SENP1 catalytic domain, CyPet-SUMO1-YPet FRET cleavage; 0.21% of 360,000 active;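 active = inhibition at least 30% at 10 µM, raw YFP signal under a set limit, fluorescence ratio 0.5 to 1.5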;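 also: 0% = enzyme with DMSO and 100% = no enzyme wells; some results filed as inactive read as strong as hits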
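Material: hSENP1 catalytic domain, recombinant; medium: Tris pH 8 with BME, BSA, NP40 and catalase; compound: single concentration of 10 µM compound, 0.5% DMSO final; technique: FRET read of cyan and yellow fluorescence; timing: 50 min enzyme reaction, room temperature, light-protected; reagent: SFCypet-SUMO1-SFYpet substrate at 25 nM; control set: no-enzyme low, enzyme-DMSO high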
SENP8 block-1 = SENP8 protease inhibitors, primary screen, biochemical, luminescence | inhibition, % at 10 µM | Sentrin-specific protease 8 (Homo sapiens), Q96LD8 | purified SENP8, Z-RLRGG-aminoluciferin cleavage | 1.2% of 330,000 active | AID 2540, 2010; in the data active = inhibition above about 50%
Target sequence (Q96LD8 whole entry, looked up): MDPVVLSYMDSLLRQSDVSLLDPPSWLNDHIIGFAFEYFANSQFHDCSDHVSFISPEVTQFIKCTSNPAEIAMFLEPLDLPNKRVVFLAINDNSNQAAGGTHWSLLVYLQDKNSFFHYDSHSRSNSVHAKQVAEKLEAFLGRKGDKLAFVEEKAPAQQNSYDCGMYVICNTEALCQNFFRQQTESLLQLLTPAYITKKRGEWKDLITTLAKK
SENP6 block = SENP6 protease inhibitors, primary screen, biochemical, luminescence, uHTS. Sentrin-specific protease 6 (Homo sapiens), Q9GZR1. Recombinant SENP6 catalytic domain, aminoluciferin luminescence. inhibition, % at 10 µM. 1.8% of 330,000 active;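 active = inhibition above about 50% at the single tested dose, limit read from the data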;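 also: plate controls were DMSO wells with enzyme for no effect and DMSO wells lacking enzyme for full effect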
Target sequence (Q9GZR1 628-1112 limits assumed): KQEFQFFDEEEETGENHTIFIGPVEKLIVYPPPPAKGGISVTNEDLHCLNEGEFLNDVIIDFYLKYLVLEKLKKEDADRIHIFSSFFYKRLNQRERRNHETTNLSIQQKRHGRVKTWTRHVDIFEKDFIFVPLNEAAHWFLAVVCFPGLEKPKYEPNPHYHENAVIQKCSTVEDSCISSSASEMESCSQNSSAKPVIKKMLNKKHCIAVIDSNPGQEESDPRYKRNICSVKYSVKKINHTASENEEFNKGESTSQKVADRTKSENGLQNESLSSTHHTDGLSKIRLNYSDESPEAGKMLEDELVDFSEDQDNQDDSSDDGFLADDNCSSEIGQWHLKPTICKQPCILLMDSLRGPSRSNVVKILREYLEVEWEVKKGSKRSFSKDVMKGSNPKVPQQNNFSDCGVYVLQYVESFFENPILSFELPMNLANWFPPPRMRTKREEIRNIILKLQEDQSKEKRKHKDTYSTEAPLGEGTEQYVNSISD
Apaf-1 inh = inhibitors of human Apaf-1 apoptosome, primary screen, biochemical, DEVD-Rh110 fluorescence, uHTS; 0.71% of 330,000 active; Apoptotic protease-activating factor 1 (Homo sapiens), O14727; inhibition, % at 20 µM; reconstituted apoptosome caspase-3 activity; active = inhibition of at least 40% at 20 µM;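 also: plate controls were DMSO wells for no effect and DEVD-CHO caspase inhibitor wells for full effect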
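Material: reconstituted apoptosome with Apaf-1, cytochrome c, caspase-9, procaspase-3, dATP; medium: pH 7.5 Hepes buffer with CHAPS, BSA, DTT; also added: cytochrome c and DEVD-Rh110 substrate; timing: 30 min plus 50 min, RT; signal: Rh110 fluorescence intensity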
SENP7 inh = SENP7 protease inhibitors, primary screen, biochemical, luminescence, uHTS; Sentrin-specific protease 7 (Homo sapiens), Q9BQF6; recombinant SENP7, Z-RLRGG-aminoluciferin luminescence, 40 min; inhibition, % at 5 µM; 1.5% of 330,000 active; AID 434973, 2010;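 active = inhibition above about 50% at the single test dose, limit read from the data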;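 also: plate controls were DMSO with enzyme for no effect and no enzyme buffer wells for full effect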
Target sequence (Q9BQF6 706-1050 limits assumed): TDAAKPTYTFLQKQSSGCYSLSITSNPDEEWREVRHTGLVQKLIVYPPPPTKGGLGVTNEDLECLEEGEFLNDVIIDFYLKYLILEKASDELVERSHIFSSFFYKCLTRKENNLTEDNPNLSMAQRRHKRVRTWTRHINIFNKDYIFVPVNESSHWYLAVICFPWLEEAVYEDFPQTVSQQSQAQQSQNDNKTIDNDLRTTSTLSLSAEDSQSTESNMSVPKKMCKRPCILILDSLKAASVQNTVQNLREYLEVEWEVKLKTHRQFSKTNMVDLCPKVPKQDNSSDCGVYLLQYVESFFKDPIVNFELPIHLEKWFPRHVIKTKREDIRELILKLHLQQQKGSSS
SENP8 block-2 = human SENP8 protease inhibitors, primary screen, biochemical, fluorescence, Nedd8 protein substrate, uHTS. recombinant SENP8. inhibition, % at 20 µM. 0.64% of 360,000 active. AID 602440, 2012; in the data active = inhibition mostly above about 40%, no sharp cut-off; inactive = mostly below about 27%
* marks the source's active call; other numbers are inactive results; i = inactive; x = not tested or not shown.

SMILES | HKDC1 inhibitor | PfG6PD inh | SENP1 inh | SENP8 block-1 | SENP6 block | Apaf-1 inh | SENP7 inh | SENP8 block-2
Cc1csc(NC(=O)CCn2c(=O)oc3ccc(Cl)cc32)n1 | -3 | 6 | 2 | -3 | -4 | 3 | -2 | 10
NCCNC(=O)c1ncsc1-c1cccc(F)c1 | 0 | 0 | 1 | -4 | -4 | 2 | 4 | 9
COc1cc(CCC(=O)OCC(=O)Nc2cc(S(=O)(=O)N3CCOCC3)ccc2Cl)cc(OC)c1OC | -6 | -8 | 2 | x | x | x | x | -2
COc1cc(/C=C/c2ccc3c(Br)cc(Br)c(O)c3n2)ccc1O | 9 | -12 | -23 | x | x | x | x | -319
CCCCCn1nnc2c(=O)oc3ccccc3c21 | -5 | 6 | 0 | 4 | -2 | -18 | 4 | -15
O=C(Cc1ccccc1)Nc1ccc(NC(=O)c2ccc(Br)cc2)cc1 | 0 | -16 | -3 | 16 | 2 | -6 | -3 | -80
O=C(c1ccccc1)C1CCc2occc2C1=O (stereo not drawn) | -4 | 7 | 0 | 1 | -6 | 4 | -2 | 10
CCCN(CCC)C(=O)C1CCCN(S(=O)(=O)c2ccc3c(c2)oc(=O)n3C)C1 (stereo not drawn) | 1 | 7 | 3 | 7 | -9 | -3 | 3 | 10
C[C@H](CO)N1C[C@H](C)[C@@H](CN(C)Cc2ccc(-c3ccccc3)cc2)Oc2c(NC(=O)Nc3ccc(C(F)(F)F)cc3)cccc2C1=O | -4 | -6 | 0 | 8 | 2 | 14 | 5 | -1
CC(=O)Nc1ccc(S(=O)(=O)N2CCC(C(=O)N[C@@H](C)C(=O)NC3CCCC3)CC2)cc1 | -1 | 10 | 2 | -5 | -7 | -3 | 14 | 4
O=C1CCc2cc(S(=O)(=O)N3CCC(C(=O)NC4CCCc5ccccc54)CC3)ccc2N1 (stereo not drawn) | 12 | -18 | 0 | 5 | -13 | -3 | -3 | 0
CN(C)S(=O)(=O)Oc1cc(Cl)ccc1C(=O)Nc1ccc(F)cc1F | -9 | 2 | 2 | 2 | 12 | 3 | 6 | 10
O=C(N/N=C/c1ccc(OCC(=O)N2CCCCC2)cc1)c1ccccc1 | -6 | -17 | -7 | 4 | -41 | -12 | -3 | 1
CCCCCCNC(=O)c1ccc(Br)o1 | -1 | -11 | 3 | -15 | -11 | 5 | -11 | 5
Cc1cc(C)c(C)c(S(=O)(=O)N2CCC(C(=O)N3CCCCCCC3)CC2)c1C | 9 | -30 | -1 | 7 | -3 | 24 | 0 | 0
O=C(COC(=O)c1ccc(Br)c(S(=O)(=O)N2CCOCC2)c1)NC1CC1 | -7 | -1 | 1 | 0 | -22 | 0 | 5 | 1
CC1CCCC(NC(=O)COC(=O)c2cc(S(=O)(=O)N3CCOCC3)ccc2F)C1C (stereo not drawn) | -4 | -17 | -1 | -11 | -10 | 18 | -6 | -25
CCCn1c(SCC(=O)N2CC(=O)Nc3ccccc32)nc2ccccc21 | 10 | 27 | 1 | 1 | -30 | -11 | 9 | 8
O=C(CSc1nc2ccccc2o1)N1CCN(C(=O)c2ccco2)CC1 | 6 | -13 | 0 | -9 | -20 | 1 | -11 | 9
C[C@H](CO)N1C[C@H](C)[C@@H](CN(C)S(=O)(=O)c2ccccc2)Oc2ccc(NS(=O)(=O)c3cn(C)cn3)cc2C1=O | -7 | 1 | 1 | -10 | -9 | -11 | 4 | 10
CC1=C(C#N)C(=O)N(C)C(C)(C)C1 | -15 | -19 | -1 | 3 | 0 | -4 | -2 | 26
O=C(O)c1nn(-c2ccccc2)ccc1=O | -4 | -11 | 0 | 2 | -1 | -2 | -4 | 12
c1csc(-n2nc3ccccc3n2)c1 | 0 | 16 | 0 | -11 | -29 | -4 | 3 | 8
CCOc1ccccc1C(=O)NN1C(=O)CCC1=O | 7 | -13 | 1 | -5 | -11 | -5 | 5 | 18
Cc1cc(OCC(=O)NC2CCN(C)CC2)ccc1[N+](=O)[O-] | -2 | 5 | 2 | 6 | 4 | -2 | 8 | 0
CCC(=O)Nc1ccccc1Sc1ncnc2scc(-c3ccccc3)c12 | -9 | 0 | -3 | 3 | 1 | 6 | 5 | 6
CCOC(=O)N1CCC(N2CC34C=CC(O3)C(C(=O)Nc3ccc(OCC)cc3)C4C2=O)CC1 (stereo not drawn) | -5 | -18 | -1 | -12 | 5 | 0 | -13 | 6
COc1ccc(CNC(=O)Cc2nn(C)c(=O)c3ccccc23)cc1 | -7 | 7 | 4 | 0 | 1 | -6 | -5 | 24
O=S(=O)(NCc1ccccc1)c1ccc(S(=O)(=O)N2CCCC2)cc1 | 4 | 2 | 1 | -2 | -17 | -6 | 0 | 12
O=C(O)CSCC(=O)Nc1ccc(C(F)(F)F)cc1 | -7 | 2 | 0 | -12 | -16 | -10 | -3 | 13

4 compounds picked at random from the list so far, as already listed:
SMILES | HKDC1 inhibitor | PfG6PD inh | SENP1 inh | SENP8 block-1 | SENP6 block | Apaf-1 inh | SENP7 inh | SENP8 block-2
O=S(=O)(NCc1ccccc1)c1ccc(S(=O)(=O)N2CCCC2)cc1 | 4 | 2 | 1 | -2 | -17 | -6 | 0 | 12
CCOc1ccccc1C(=O)NN1C(=O)CCC1=O | 7 | -13 | 1 | -5 | -11 | -5 | 5 | 18
O=C(CSc1nc2ccccc2o1)N1CCN(C(=O)c2ccco2)CC1 | 6 | -13 | 0 | -9 | -20 | 1 | -11 | 9
Cc1cc(OCC(=O)NC2CCN(C)CC2)ccc1[N+](=O)[O-] | -2 | 5 | 2 | 6 | 4 | -2 | 8 | 0

Further entries.
SMILES | HKDC1 inhibitor | PfG6PD inh | SENP1 inh | SENP8 block-1 | SENP6 block | Apaf-1 inh | SENP7 inh | SENP8 block-2
Cc1ccc(C(NC(=O)N2CC(C)OC(C)C2)C(Cl)Cl)cc1F (stereo not drawn) | -11 | -13 | -2 | -2 | -3 | -1 | 1 | 16
CC(C)c1ccc(S(=O)(=O)NCc2ccc3c(c2)OCO3)cc1 | 1 | -3 | -1 | 0 | 0 | 3 | 4 | 5
CCN1CC=C2C(C#N)=C(N)C(C#N)(C#N)C(c3cc(Cl)ccc3Cl)C2C1 (stereo not drawn) | 4 | 10 | -21 | x | x | x | x | i
CCOC(=O)C(C)Sc1nc(-c2ccccc2)nc2ccc(F)cc12 (stereo not drawn) | 4 | 25 | -90 | 0 | 15 | 11 | 0 | 6
Oc1ccccc1-c1n[nH]c(=S)n1Cc1ccccc1 | -9 | 30 | 0 | 5 | -8 | 4 | 7 | -14
O=C(O)Cn1cc(/C=c2/sc3nc4ccccc4n3c2=O)c2ccccc21 | 6 | 27 | -20 | 13 | 47 | 23 | 4 | 4
Cc1ccccc1CC(=O)Nc1ccc2c(C)cc(=O)oc2c1 | -12 | 2 | -2 | -16 | -15 | -2 | 8 | -453
Cc1cc(C)c(C)c(OCCOCCN2CCOCC2)c1 | -9 | -1 | -2 | -2 | -35 | 3 | -3 | -2
Cc1cccc(N(C(=O)c2cnc3n(c2=O)CCS3)C2CCCCC2)c1 | -5 | -9 | -2 | 0 | -7 | 10 | 12 | 18
O=C(NCCc1ccccc1Cl)C1CCC(=O)N(Cc2ccc(Cl)cc2)C1 (stereo not drawn) | -3 | 4 | 2 | 4 | -5 | 11 | 2 | 8
Cc1ccccc1C(=O)NC(=S)N(C)C1CCCCC1 | 1 | 5 | 4 | -2 | -9 | 12 | 3 | 1
Nc1nc(NCCOCCO)nc(NCC2CCCO2)c1[N+](=O)[O-] (stereo not drawn) | -4 | -3 | -1 | -4 | -5 | -22 | 3 | 18
Cc1nnc(-c2ccc(Oc3ccc(Cl)cc3)c([N+](=O)[O-])c2)o1 | 13 | 5 | -1 | -5 | -4 | 4 | -4 | 24
COc1ccc([N+](=O)[O-])cc1CSc1ccccn1 | 1 | -11 | 1 | 3 | 9 | -17 | 1 | 3
NS(=O)(=O)c1cccc(NC(=O)CCc2ccc(S(=O)(=O)N3CCOCC3)cc2)c1 | -6 | -10 | 2 | -6 | -1 | -1 | -8 | 11
COc1ccc(CNC(=O)CCCCCn2c(SCC#N)nc3cc4c(cc3c2=O)OCO4)cc1 | -11 | 8 | 0 | -10 | -15 | -1 | -4 | 3
O=Cc1cnc(N2CCOCC2)nc1 | -14 | -4 | 1 | 5 | 3 | -12 | 3 | 0
CCCc1cc(=O)oc2cc3oc(C)c(C)c3cc12 | -4 | -11 | -16 | 6 | -13 | 5 | -7 | -267
N#C/C(=C\C1=C(N2CCOCC2)C(=C\c2ccc(Cl)cc2)/CC1)C(=O)Nc1ccccc1F | -5 | -10 | -6 | x | x | x | x | 24
CC(=O)Nc1cccc(C(=O)OCc2csc(CC(=O)Nc3ccccc3C)n2)c1 | -9 | -6 | -9 | -15 | -13 | 31 | -5 | -48
CSCC[C@H](NC(=O)[C@@H]1CSC2c3ccccc3C(=O)N21)C(=O)NC1CCCC1 (stereo partly drawn) | -4 | 14 | 3 | 9 | 7 | -2 | 7 | 7
Cc1cc(OCc2cc(C(=O)N(C)CCOc3ccccc3)no2)cc(C)c1Cl | 3 | 15 | -1 | -9 | -11 | 24 | 13 | 5
O=C(/C=C/c1ccccc1Cl)NNC(=O)c1cccs1 | -4 | 0 | 1 | -10 | -13 | 0 | 1 | 8
CC1CN(C(=O)c2cc(-c3ccncc3)nc3ccccc23)CC(C)O1 (stereo not drawn) | 2 | -14 | 0 | -12 | -9 | 4 | -14 | -9
COc1cccc(-n2c(N)c(C#N)c3ccc([N+](=O)[O-])cc3c2=O)c1 | x | x | x | 5 | -12 | 0 | 0 | x
COc1ccccc1CC(=O)NC1CCN(Cc2ccccc2)CC1 | -5 | 6 | 0 | -7 | -6 | -6 | -14 | 17
CC(C)NC(=O)Nc1cccc2c1O[C@H](CN(C)C(=O)Nc1ccccc1)[C@@H](C)CN([C@H](C)CO)C2=O | -4 | -13 | 2 | -10 | -19 | 12 | -5 | 7
CCCn1c(SCc2ccon2)nc2ccccc2c1=O | -3 | -23 | 1 | -3 | -16 | -1 | 2 | 32
Oc1ccc(C(c2nnnn2CCc2ccccc2)N2CCN(c3nc4ccccc4s3)CC2)cc1 (stereo not drawn) | 2 | 1 | 2 | -2 | -1 | 15 | -1 | 0
O=C(Nc1nc2ccccc2[nH]1)C1CC(=O)N(c2ccc3c(c2)OCCO3)C1 (stereo not drawn) | -1 | 6 | -8 | 3 | -2 | -9 | -8 | 2
COc1ccc(OC)c(NC(=O)/C=C/c2ccc(S(=O)(=O)N3CCOCC3)cc2)c1 | -1 | 1 | 0 | 1 | 5 | 12 | -6 | 21
CC12CCC(C(=O)OC3CCCCC3)(OC1=O)C2(C)C (stereo not drawn) | -3 | 7 | 2 | 2 | 12 | -13 | 4 | 7
OCCN1CN=C(Nc2nc3ccccc3o2)NC1 | -8 | -23 | 1 | 4 | -10 | -10 | -1 | 17
